TbPYK inhibitor: T. brucei pyruvate kinase inhibition; Potency, µM (titrated, usually from 76.8 µM), for the others: at the highest dose activity, negative = inhibition, hits mostly inhibitors; actives 0.12% (n = 410,000); AID 624173; TbPYK enzyme, Kinase-Glo Plus ATP luminescence, 45 min; Q57TT1; also: nearly all actives have a fitted effect of over 50% in size
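T. brucei PYK with substrate was exposed to pin-transferred compounds across a concentration series, then started with 130 uM ADP (final). After 45 min at room temperature, Kinase-Glo Plus luminescence was read, normalized and curve-fitted.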
LmPK inhibitor: blocks Leishmania mexicana pyruvate kinase activity. purified LmPK, Kinase-Glo ATP luminescence, 1 h. AID 1721. Potency, µM (series often up to 57.5 µM), for the others: at the top dose activity change, negative = inhibition, most hits filed as inhibitors. Q27686. actives 0.37% (n = 290,000)
Target sequence (Q27686 whole entry, looked up): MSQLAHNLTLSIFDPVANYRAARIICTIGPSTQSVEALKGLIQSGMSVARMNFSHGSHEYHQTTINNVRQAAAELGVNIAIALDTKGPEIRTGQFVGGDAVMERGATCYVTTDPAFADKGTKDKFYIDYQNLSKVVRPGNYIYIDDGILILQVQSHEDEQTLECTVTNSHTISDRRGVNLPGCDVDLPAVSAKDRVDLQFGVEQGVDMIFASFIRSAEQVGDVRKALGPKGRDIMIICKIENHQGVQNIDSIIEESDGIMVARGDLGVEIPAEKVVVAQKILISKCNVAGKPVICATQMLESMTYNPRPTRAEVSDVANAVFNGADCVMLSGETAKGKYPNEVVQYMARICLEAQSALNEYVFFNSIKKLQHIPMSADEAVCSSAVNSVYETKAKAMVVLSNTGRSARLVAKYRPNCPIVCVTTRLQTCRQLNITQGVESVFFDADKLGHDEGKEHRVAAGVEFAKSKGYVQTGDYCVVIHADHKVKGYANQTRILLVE
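In 50 mM imidazole pH 7.2 with 7 mM MgCl2, LmPK (0.1 nM) turned over PEP (0.5 mM) and ADP (0.1 mM) for 1 h at room temperature. Luciferase read-out of ATP.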
Pf growth 48h: inhibits P. falciparum growth in the first generation, 48 h; P. falciparum luciferase growth in erythrocytes, 48 h; Potency, µM (series often up to 28.7 µM), for the others: at the highest dose activity change, negative = inhibition, actives largely listed as inhibitors; actives 5.9% (n = 310,000); AID 504832
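Compounds are pin-transferred into medium, infected erythrocytes (2% hematocrit, 0.1% parasitemia final) are added, and plates sit one parasite generation at 37 C in 5% CO2. Detection reagent is then added and luminescence measured.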
Sm TGR block: blocks Schistosoma mansoni thioredoxin glutathione reductase. purified TGR, DTNB reduction, TNB absorbance 405 nm. Q962Y6. Potency, µM (series often up to 114 µM), for the others: at the highest dose activity change, negative = inhibition, hits mostly inhibitors. actives 3% (n = 360,000); also: nearly all actives have a fitted effect of over 60% in size
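First, TGR (20 nM dispensed) and NADPH were mixed with compound. Second, a 15 min room-temperature incubation followed. Third, further NADPH and then DTNB were added to start the reaction. Finally, TNB absorbance was monitored kinetically.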
Pf growth 96h: P. falciparum growth inhibition at 96 hour, primary screen for plastid delayed-death inhibitors. AID 504834. Potency, µM (doses to about 28.7 µM), without a hit: at the highest dose activity change, negative = inhibition, actives largely listed as inhibitors. P. falciparum luciferase reporter growth, 96 h. actives 6.9% (n = 320,000)
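P. falciparum expressing integrated firefly luciferase, in erythrocytes at 2% hematocrit, 0.05% parasitemia, incubated with compounds 96 h at 37 C, 5% CO2. Growth inhibition read as loss of luminescence; two-generation exposure targets delayed-death apicoplast inhibitors.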
HCV inhibitor: HCV inhibition; Potency, µM (doses to about 41.8 µM), without a hit: at the highest dose activity change, negative = inhibition, actives largely listed as inhibitors; AID 651820; actives 3.4% (n = 340,000); Huh7.5.1 HCVcc-Cre infection, luciferase reporter, 44 h
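Cells seeded at 1,000/well and cultured 4 h, then compounds added followed by HCVcc-Cre virus (~0.5 moi). After 44 h further culture, luciferase substrate was added, plates held 15 min at room temperature, and luminescence read for 15 sec.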
* marks the source's active call; other numbers are inactive results; ? = inconclusive; / = not tested or not shown; [ ] = remark or other dose. Calls follow the shape of the dose curve; as a rule, active = well fitted curve in the direction sought with a large enough effect; inconclusive = small, poorly fitted or top-dose-only effect, or another doubt; inactive = no such curve, though single readings can be large; an effect the other way counts as inactive or inconclusive. % is scaled to controls: 0 for no effect and ±100 for the full control effect; potency is read from the fitted curve at half-maximal effect.

Sequence of screens – TbPYK inhibitor, LmPK inhibitor, Pf growth 48h, Sm TGR block, Pf growth 96h, HCV inhibitor
O=C(O)CCC(=O)Nc1ccc(S(=O)(=O)Nc2nccs2)cc1
  -1.3%, -1.1%, -21.8%, -17.9%, -22.4%, 3.9%[8.37 µM]
Nc1ncnc2nc(Sc3ccc(Cl)cc3)[nH]c12
  -4.6%, -4.8%, 9.0%, -3.3%, /, -3.3%
COC(C(=O)Nc1ccc(F)cc1F)c1ccccc1 (stereo unspecified)
  1.5%, 10.8%, /, -5.3%, -10.3%, 18.7%
COc1cc(NC(=O)c2cccnc2SC)cc(OC)c1OC
  5.2%, -8.5%, 80.0%[activator], -11.3%, 12.8%, -3.5%
COc1ccc(C2=NN3C(=O)c4c(ccc(OC)c4OC)C3C2)cc1 (stereo unspecified)
  2.0%, -8.2%, 2.62µM*, 5.2%, -15.8%, -17.8%
O=C(CN1C(=O)NC2(CCCC2)C1=O)Nc1ccc(F)c(F)c1F
  /, 2.1%, -7.5%, -12.9%, /, 3.5%
COC(=O)CCC(=O)OC1(C)C(=O)C2=CN(CCc3c[nH]c4ccccc34)C(c3ccc(OC)cc3)=CC2=C(Br)C1=O (stereo unspecified)
  -12.4%, -3.3%[11.5 µM], /, /, /, -13.4%[8.37 µM]
CC(=O)OC(C(=O)NCc1ccc2c(c1)OCO2)c1ccccc1Cl (stereo unspecified)
  -4.7%, 1.5%, /, -8.3%, -7.3%, -1.8%
Nc1nc(N)c(-c2ccccc2)s1
  -5.0%, /, -11.6%, /, ?, /
CCCSC1=C(C#N)C(c2cc(OC)ccc2OC)CC(=O)N1 (stereo unspecified)
  2.0%, 5.5%, 1.8%, 5.4%, -22.9%, ?
COc1ccc(C)cc1NC(=O)C1CC(=O)N(CCc2ccccc2)C1 (stereo unspecified)
  0.1%, -5.5%, 25.6%, -2.0%, 54.7%, -3.5%
CS(=O)(=O)Nc1ccccc1C(=O)OCC(=O)N1CCC(c2ccccc2)=N1
  -0.3%, /, -11.0%, -16.8%, -20.5%, -7.5%
CN(Cc1c[nH]c2ccccc12)C1CCCCC1
  -9.2%, 1.8%, -16.1%, 0.8%, 0.6%, -28.3%
NS(=O)(=O)c1ccc(CCNC(=O)c2ccccc2F)cc1
  -1.7%, -0.7%, 2.0%, 0.0%, -17.4%, 5.3%
O=[N+]([O-])c1cccc(-c2nnc3ccccn23)c1
  6.2%, 0.3%, 45.5%[activator], -1.2%, ?, 11.5%
O=C(CCC1CC(=O)Nc2ccccc21)NCc1ccc(F)cc1 (stereo unspecified)
  -3.5%, -1.4%, -4.9%, 5.4%, 6.2%, /
CC(C)c1ccc(-n2c(O)c(/C=N/N3CCOCC3)c(=O)[nH]c2=S)cc1
  1.1%, 8.2%, 1.2%, 1.4%, 21.3%, -6.9%
O=S(=O)(c1ccc(-c2nnco2)cc1)N1CCCCC1
  -5.8%, 7.4%, 8.6%, 4.3%, 0.1%, 12.9%
COc1ccc(/C=N/Nc2cc(C)nc3ccccc23)cc1
  -1.3%, -0.1%, 0.738µM*, 10.0%, 16.7%, ?
CC(NC(=O)c1cc2cc(Cl)ccc2oc1=N)c1ccccc1 (stereo unspecified)
  -4.6%, 0.9%, -10.0%, -26.9%, -10.9%, -0.2%
Cc1cccc(/C(N)=N/OC(=O)N2c3ccccc3Sc3ccccc32)c1
  -2.2%, 0.4%, ?, 3.3%, 6.57µM*, -16.2%
COc1ccc(CNC(=O)C(CC(C)C)NC(=O)c2ccccc2C)cc1 (stereo unspecified)
  -16.9%, -0.1%, ?, 2.3%, 11.7%, -4.2%
CCN1C=C(Cc2ccc(F)cc2)C2=C(C1)C(c1ccc(F)cc1)C(C#N)=C(N)O2 (stereo unspecified)
  2.0%, 3.9%, /, ?, ?, -8.2%
CCOC(=O)c1sc(NC(=O)c2cc(-c3ccccc3C)nc3ccccc23)c(C#N)c1C
  -20.4%, 7.9%, /, -5.3%, ?, 7.08µM*
CCOC(=O)c1c(C)[nH]c(C(=O)COC(=O)/C=C/c2ccc(O)c(OC)c2)c1C
  1.4%, 2.7%, ?, 1.3%, 3.5%, ?
C/C(=C1/SC(N2CC(C)OC(C)C2)=NC1=O)c1ccccc1 (stereo unspecified)
  0.0%, 8.8%, /, 33.6%, /, -4.9%
C/C(=N\OC(=O)c1ccc(F)cc1)c1nccs1
  -13.8%, ?, 48.1%[activator], -4.2%, 7.4%, 11.6%
CC(c1ccccc1F)n1cc(C(=O)NCCCc2nc3ccccc3[nH]2)nn1 (stereo unspecified)
  4.0%, 0.6%, -14.0%, /, 39.7%[activator], 5.2%
CCC(=O)Nc1nc2ccccc2n1CCN(C)C
  -0.3%, -7.5%, 3.1%, -14.8%, /, -3.2%
CC(C)=C1C2CCC1C1C(=O)N(NC(=O)c3ccco3)C(=O)C21 (stereo unspecified)
  -7.8%, -3.5%, 0.4%, 5.3%, -10.0%, 9.4%
O=C(c1cccc([N+](=O)[O-])c1)c1ccc2c(c1)OCCOCCOCCOCCO2
  -6.0%, -2.9%, 58.4%[activator], 3.0%, 127.8%[activator], -7.9%
O=C(CN1CCN(Cc2ccc(Cl)cc2)C1=O)NCCCN1CCN(c2ccc(F)cc2)CC1
  -1.1%, 2.4%, /, -3.7%, ?, 10µM*
CC(C)COc1ccc(C(=O)Nc2ccc([N+](=O)[O-])cc2)cc1
  -16.4%, 6.1%, -11.1%, /, -14.2%, ?
O=C1c2cccc3cccc(c23)C(=O)N1CCCCCc1n[nH]c(=S)o1
  -15.4%, 2.3%, -2.6%, -4.7%, 21.4%, 10.0%
COC(=O)c1sccc1NC(=S)N1CCCC(C)C1 (stereo unspecified)
  -6.5%, 1.4%, 11.7µM*, 1.7%, ?, -10.3%
CCOC(=O)C1CCCN(Cc2c(Cl)cccc2Cl)C1 (stereo unspecified)
  -1.2%, 6.3%, -7.7%, -4.9%, /, 22.9%
CCOc1cc(C(=O)NCC(C)CN(C)C)cc(OCC)c1OCC (stereo unspecified)
  1.0%, -8.2%, 8.5%, 5.5%, 20.5%, 4.4%
CN(Cc1ccccc1)c1ncc(C=O)s1
  0.2%, 3.0%, 59.0%[activator], -3.3%, 18.0%, 9.9%
O=C(OCc1nnc(-c2ccccc2)o1)c1ccc([N+](=O)[O-])o1
  -5.4%, /, 11.7%, ?, 8.3%, 3.6%
O=C(NCc1ccccc1)C(=O)Nc1nccs1
  6.1%, -4.5%, 7.1%, 11.5%, 1.9%, 18.7%
c1cc2c3c(cccc3c1)NC1(CCCCCC1)N2
  -11.3%, -6.5%, ?, ?, /, 2.4%
CSc1ccc(S(=O)(=O)NCC(=O)OCC(=O)N(C)Cc2ccccc2)cc1[N+](=O)[O-]
  1.2%, /, 21.0%, -3.5%, 36.8%[activator], 14.6%
COc1ccc(CNC(=O)C/C(C)=N/NC(=O)c2cc(OC)cc(OC)c2)cc1
  /, 3.8%, 31.0%[activator], 0.2%, 24.6%, /
Nc1nc2ccccc2n1C(=O)c1ccco1
  -9.6%, ?, 232.0%[activator], 0.2%, ?, 15.2%
CCOC(=O)N1CCN(S(=O)(=O)c2ccc(OCC)c3ccccc23)CC1
  4.2%, 13.7%, ?, 17.6%, -1.4%, ?
NC(=O)c1ccc(NC(=O)COc2ccc([N+](=O)[O-])cc2Cl)cc1
  -7.1%, 5.9%, 4.5%, /, 3.4%, -8.7%
COc1cccc(/C=C/C(=O)OCC(=O)NC2CC2)c1
  1.9%, /, -25.9%, -1.6%, -13.3%, 21.1%
COC(=O)CNc1nc(-c2ccccc2F)nc2ccccc12
  1.9%, 4.1%, ?, 7.4%, ?, -12.9%
N#CC1=C2SCN(c3ccccc3)CN2C(=O)CC1c1c(Cl)cccc1Cl (stereo unspecified)
  2.51µM*, -12.3%, /, 0.0%, 0.9%, 2.7%
COc1ccccc1N/N=C(\C#N)C(=N)N1CCOCC1
  -0.7%, 1.7%, 11.9%, -4.4%, 67.7%[activator], -1.3%
O=[N+]([O-])c1ccc(Sc2nc3ccccc3o2)c([N+](=O)[O-])c1
  -2.4%, 5.4%, /, 3.98µM*, ?, /
Cc1ccc(NC(=O)c2cc(=O)c3ccccc3o2)cc1S(=O)(=O)N1CCCCC1
  2.1%, 3.1%, 6.57µM*, 6.7%, ?, ?
CCCCC(=O)N/N=C/c1c(O)n(Cc2ccco2)c(=O)[nH]c1=O
  -13.0%, 9.6%, 0.0%, ?, ?, 3.8%
CC(=O)N1CCN(C(=O)c2cccc(S(=O)(=O)N3CCOCC3)c2)CC1
  -6.5%, /, 27.7%, 1.5%, 81.6%[activator], 4.7%
COc1ccccc1N1CCN(S(C)(=O)=O)CC1
  -3.3%, 8.6%, /, 2.0%, 36.8%[activator], 16.5%
CC(=O)c1ccc(S(=O)(=O)N2CCN(C(=O)c3ccccc3Cc3ccccc3)CC2)cc1
  -3.1%, /, -59.5%, -2.9%, -95.8%, 4.8%
Cc1ccc(NC(=O)CN(C)C(=O)CSc2nnnn2C)cc1
  -1.2%, 0.2%, 9.7%, 10.5%, 17.6%, 9.6%
CCc1ccn2cc(-c3ccc4c(c3)OCO4)nc2c1
  ?, 14.1µM*, 11.6%, -3.7%, 130.2%[activator], ?
CC(C)(C)C(=O)Nc1sc2c(c1C(=O)Nc1ccccn1)CCCC2
  19.9%, 6.0%, 15.8%, 30.7%, ?, 11.0%
COc1ccc(NC(=O)/C(C#N)=C/c2cccnc2)c(OC)c1
  2.2%, 2.2%, -20.3%, -11.5%, 1.04µM*, 6.2%

Next section:
Sequence of screens – TbPYK inhibitor, LmPK inhibitor, Pf growth 48h, Sm TGR block, Pf growth 96h, HCV inhibitor
O=C(Nc1cccnc1)c1ccc(COc2ccccc2Cl)o1
  3.4%, -1.9%, 28.8%, 9.0%, 119.3%[activator], ?
CCCN1CCN(c2nc3c([nH]2)c(=N)ncn3CC(O)CO)CC1 (stereo unspecified)
  -3.0%, 3.3%, 27.1%, 0.0%, ?, -7.9%
CN(C)CC(=O)c1ccc(-c2ccccc2)cc1
  3.3%, 0.9%, 18.4%, ?, 10.2%, 7.7%
CCSc1nnc(NC(=O)CSC2=NCCS2)s1
  2.8%, -3.5%, 10.1%, -12.9%, 17.8%, 16.7%
Cc1cc(C)nc(NS(=O)(=O)c2ccc(-n3cccc3)cc2)n1
  0.7%, 6.0%, -7.2%, -17.2%, /, 9.1%
CC(C)(C)NC(=O)CN(Cc1ccc2c(c1)OCO2)C(=O)CNC(=O)c1cccs1
  /, -3.9%, -18.6%, /, -18.1%, /
COCCOC(=O)c1[nH]c2c(c1C)C(=O)CC(c1cccs1)C2 (stereo unspecified)
  0.1%, -1.9%, ?, -0.8%, 136.1%[activator], -18.6%

In another format: 4 of the compounds above
> O=C(CCC1CC(=O)Nc2ccccc21)NCc1ccc(F)cc1 (stereo unspecified)
  TbPYK inhibitor = -3.5%
  LmPK inhibitor = -1.4%
  Pf growth 48h = -4.9%
  Sm TGR block = 5.4%
  Pf growth 96h = 6.2%
  HCV inhibitor = /

> CC(C)c1ccc(-n2c(O)c(/C=N/N3CCOCC3)c(=O)[nH]c2=S)cc1
  TbPYK inhibitor = 1.1%
  LmPK inhibitor = 8.2%
  Pf growth 48h = 1.2%
  Sm TGR block = 1.4%
  Pf growth 96h = 21.3%
  HCV inhibitor = -6.9%

> O=S(=O)(c1ccc(-c2nnco2)cc1)N1CCCCC1
  TbPYK inhibitor = -5.8%
  LmPK inhibitor = 7.4%
  Pf growth 48h = 8.6%
  Sm TGR block = 4.3%
  Pf growth 96h = 0.1%
  HCV inhibitor = 12.9%

> COc1ccc(/C=N/Nc2cc(C)nc3ccccc23)cc1
  TbPYK inhibitor = -1.3%
  LmPK inhibitor = -0.1%
  Pf growth 48h = 0.738µM*
  Sm TGR block = 10.0%
  Pf growth 96h = 16.7%
  HCV inhibitor = ?
